Assay outcomes as filed in PubChem.
Nrf2 ARE act = activators of Nrf2 (ARE) signaling | AID 624171 | 410,000 compounds, 0.31% hits | AREc32 ARE-luciferase reporter (MCF7-derived line), luminescence, 24 h | Potency, µM (doses to about 46.1 µM), for inactives: at the top dose activation, usual class: activators; also: potency is read from the fitted curve at half-maximal effect; % of control where 0% means no effect; nearly all actives have a fitted effect of over 65% in size
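Nrf2 activation is followed as ARE-luciferase induction in the AREc32 line after one day of compound treatment; luminescence is read with Steady-Glo.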
S2 tox = cell viability loss in ATXN counter-screen | S2 cells (HEK-293 line with an ATXN2-luciferase reporter) viability, CellTiter-Fluor protease fluorescence, 24 h | 400,000 compounds, 0.49% hits | Potency, µM (titrated, usually from 56.7 µM), actives largely listed as cytotoxic; also: potency is read from the fitted curve at half-maximal effect; nearly all actives have a fitted effect of over 40% in size
Mm-Cpn inhibitor = inhibitors of Methanococcus maripaludis chaperonin (MmCpn). 330,000 compounds, 0.031% hits. Potency, µM (doses to about 76.9 µM), for inactives: at the top dose activity, negative = inhibition, actives largely listed as inhibitors. purified Mm-Cpn ATPase, ADP Transcreener TR-FRET. AID 504842; also: potency is read from the fitted curve at half-maximal effect; % is scaled to controls: 0 for no effect and ±100 for the full control effect; nearly all actives have a fitted effect of over 80% in size
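Eu-cryptate anti-ADP/ADP-d2 competition gives a ratio inversely related to ADP. Enzyme at 25 nM was pre-exposed to compound for 10 min, then given 10 uM ATP for 30 min, 37°C throughout.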
Nrf2 block = blocks Nrf2 signaling; Potency, µM (top dose mostly 46 µM), without a hit: at the top dose activity change, negative = inhibition, actives largely listed as inhibitors; A549 ARE-Fluc reporter, luciferase luminescence, 18-24 h; 360,000 compounds, 2.1% hits; also: potency is read from the fitted curve at half-maximal effect; % is scaled to controls: 0 for no effect and ±100 for the full control effect; nearly all actives have a fitted effect of over 60% in size
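A549 ARE_Fluc cells (5000/well, 5% FBS OPTI-MEM) pre-incubated 2 h, then treated with compounds 18-24 h at 37C/5% CO2 in concentration-response. CellTiter-Fluor viability read first; BugLite luciferase luminescence after 15 min at room temperature gives Nrf2 activity.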
TGFb SMAD3 inh = TGF-b pathway inhibition | 410,000 compounds, 1.2% hits | AID 588855 | Potency, µM (highest dose often 46.1 µM), for inactives: top-dose activity, negative = inhibition, hits mostly inhibitors | HepG2 CAGA-GFP TGF-b/SMAD3 reporter, GFP fluorescence, 18 h; TGF-beta stimulated, 500 pg/mL final; also: potency is read from the fitted curve at half-maximal effect; % is scaled to controls: 0 for no effect and ±100 for the full control effect; nearly all actives have a fitted effect of over 65% in size
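TGF-beta reporter screen: HEPG2 CAGA-GFP, 1% FBS, 500 pg/mL TGF-beta final, 18 h; per-cell GFP summed per well; curves fitted and categorized by class.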
CCT modulator = changes cytosolic chaperonin activity. AID 651819. purified chaperonin ATPase assay, HTRF ADP detection, 30 min. activity change, % (concentration not given with the values), hits read low. 360,000 compounds, 0.3% hits; in the data active = activity change below about -30%; also: % is scaled to controls: 0 for no effect and ±100 for the full control effect
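We incubate TRiC, 40 or 20 nM final, with library compounds at 76 uM and 10 uM ATP for 30 min at 37 °C. ADP formed is detected with Transcreener HTRF reagents after 30 min at room temperature.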
HepG2 tox = HepG2 cytotoxicity, counter-screen for TGF-b inhibitors; Potency, µM (top dose mostly 46.1 µM), for inactives: at the top dose activity change, negative = cytotoxicity, hits mostly cytotoxic; AID 588856; 410,000 compounds, 0.76% hits; HepG2 CAGA-GFP viability, ATP luminescence, 18 h; also: potency is read from the fitted curve at half-maximal effect; some results filed as inactive show a strong effect at the top dose
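HepG2 CAGA-GFP cells (1000/well, DMEM with 1% FBS) received compound, then TGF-beta at 500 pg/mL final, and were incubated 18 hours at 37 degrees C. Viability was read by CellTiter-Glo luminescence. Media-only wells were set as complete cell-killing and DMSO as no toxicity.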
A549 tox = A549 cytotoxicity, counter-screen for Nrf2 inhibitors | A549 ARE-Fluc cells, CellTiter-Fluor viability, 18-24 h | Potency, µM (series often up to 46 µM), for inactives: at the top dose activity change, negative = cytotoxicity, hits mostly inhibitors | 390,000 compounds, 0.16% hits | AID 504648; also: potency is read from the fitted curve at half-maximal effect; % is scaled to controls: 0 for no effect and ±100 for the full control effect
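A549 ARE_Fluc cells in 5% FBS OPTI-MEM were exposed to compounds in concentration-response for 18-24 h at 37 deg C. Viability was read by CellTiter-Fluor fluorescence (Ex 405/Em 525) after 30 min, before the luciferase read.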
pAkt inh = Akt phosphorylation inhibition | Neuro2A IGF-stimulated pAkt S473 HTRF, 20 min; active compounds read low | activity change, % for hits at 50 µM | 360,000 compounds, 0.32% hits; in the data active = activity change below about -80%; inconclusive = mostly about -51% to -80%; also: % is scaled to controls: 0 for no effect and ±100 for the full control effect
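Single-point screen (50 µM final compound) in Neuro2A cells stimulated 20 min with 6 nM IGF at 37 deg C. After lysis, Ser473-phosphorylated Akt read by HTRF (ex 330 nm, em 615/665 nm) as the 665/615 ratio.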
The depositor's hits bear a star; i = inactive; u = inconclusive; x = not tested or not shown. Unless noted, calls follow the shape of the dose curve; as a rule, active = well fitted curve in the direction sought with a large enough effect; inconclusive = small, poorly fitted or top-dose-only effect, or another doubt; inactive = no such curve, though single readings can be large; an effect the other way counts as inactive or inconclusive. An unsorted share of the library, and some 4.4% of all compounds hit somewhere here.

#	canonical_smiles	Nrf2 ARE act	S2 tox	Mm-Cpn inhibitor	Nrf2 block	TGFb SMAD3 inh	CCT modulator	HepG2 tox	A549 tox	pAkt inh
1	Cc1cc(C)c2[nH]c(=O)c(CN(Cc3ccc4c(c3)OCO4)Cc3nnnn3C3CCCC3)cc2c1	2.9%	i	1%	-8%	u	-5.4	-52%	-3%	i
2	CSCc1ccc(C(=O)NCC(c2cccs2)N2CCOCC2)cc1 (stereo unspecified)	0.2%	i	-15%	17%	1%	-2.4	-1%	-3%	i
3	Cn1ccc(C(=O)N2CCCc3ccccc32)n1	0.3%	i	0%	-2%	6%	-3.6	1%	-9%	i
4	Cc1cc(=O)[nH]c2nnc(SCc3ccc(Cl)c(Cl)c3)n12	-0.5%	x	x	x	0%	x	-19%	-3%	x
5	CS(=O)Cc1cc(Sc2ccccc2)nc(-c2cccnc2)n1 (stereo unspecified)	2.2%	i	-1%	7%	13%	0.3	22%	1%	i
6	N#Cc1c2n(c3c(=O)n(Cc4ccc(Cl)cc4)cnc13)CCCC2	0.9%	i	2%	x	-1%	-0.4	-2%	11%	i
7	C=CCOC(=O)C1=C(C)NC(SCC(=O)Nc2ccc(C)c(Cl)c2)=C(C#N)C1c1ccco1 (stereo unspecified)	3.5%	u	-2%	6.5µM*	-31%	-0.4	-50%	-23%	i
8	Cc1cc(NC(=O)CCn2c(=O)sc3ccccc32)no1	-0.4%	i	x	-47%	21%	-2.8	3%	-13%	x
9	O=C(COc1ccccc1F)NC1CC(=O)N(c2ccc3c(c2)OCCO3)C1 (stereo unspecified)	-0.1%	i	x	x	0%	x	-1%	-7%	x
10	O=C(Cn1c(=O)n(CCc2c[nH]c3ccccc23)c(=O)c2cccnc21)Nc1ccccc1F	0.0%	i	-5%	-8%	-8%	-0.6	-5%	-5%	i
11	C=CCN1CC(C(=O)N2CCC(Cc3ccc(Cl)cc3)(C(=O)OCC)CC2)CC1=O (stereo unspecified)	-0.1%	i	-2%	-5%	0%	1.8	-5%	0%	i
12	O=C(Nc1ccccc1)Nc1cc(Cl)cc(Cl)c1	2.2%	u	3%	u	16µM*	-1.8	-82%	u	x
13	Cc1ccc([C@H]2C[C@@H](n3cc(C4CC4)nn3)[C@H](O)CN2CC2CCCCC2)cc1	0.0%	u	x	x	u	-74*	-114%	x	i
14	O=C(CSc1ncn[nH]1)Nc1nc(-c2cccc([N+](=O)[O-])c2)cs1	8.4%	i	0%	u	5%	0.1	-20%	0%	i
15	COc1ccccc1C(=O)NC(C)C(c1cccs1)N1CCOCC1 (stereo unspecified)	0.5%	i	0%	4%	4%	1.0	-15%	10%	i

Other results:
#	canonical_smiles	Nrf2 ARE act	S2 tox	Mm-Cpn inhibitor	Nrf2 block	TGFb SMAD3 inh	CCT modulator	HepG2 tox	A549 tox	pAkt inh
16	COCc1cc(C)nc(SCC(=O)NCc2ccco2)c1C#N	-0.5%	i	0%	-6%	2%	0.4	0%	0%	i
17	Cc1cccc(-c2nc(CSCC(=O)N3CCN(c4ccccc4)CC3)c(C)o2)c1	0.0%	x	x	23µM*	11µM*	x	-27%	-10%	x
18	Cc1nnc(SCc2ccccc2)n(N)c1=O	-0.1%	i	-3%	3%	-10%	0.1	2%	0%	i
19	COc1cc(NC(=O)CSc2nc3ccccc3cc2C)c(C(=O)O)cc1OC	0.1%	i	-13%	3%	10%	-3.6	12%	1%	i
20	CCOc1ccccc1NC(=O)C1CCN(C(=O)Cc2ccccc2)CC1	-0.2%	i	0%	u	-4%	1.3	10%	6%	i
21	O=C(O)c1ccccc1C(=O)NCc1ccc(F)cc1	-0.6%	i	0%	x	20%	-1.0	1%	7%	i
22	CC12CCC(C(=O)N(Cc3ccccc3)Cc3ccccc3)(OC1=O)C2(C)C (stereo unspecified)	3.9%	i	0%	x	-7%	-3.2	-18%	-13%	i
23	C=C1CC2C=C(NC(C)=O)CC(C1)C2 (stereo unspecified)	-0.8%	i	-1%	x	-17%	0.9	-6%	-11%	i
24	Cc1cccnc1NS(=O)(=O)c1ccccc1	-0.1%	i	x	x	-5%	-0.4	-16%	x	i
25	CCN(CC)C(=O)CSc1nc2c(sc(=S)n2-c2ccccc2)c(=O)n1-c1ccc(OC)cc1OC	1.9%	u	0%	u	-13%	-0.1	-5%	-3%	i
26	CC1CC(O)C(C)CN1 (stereo unspecified)	0.3%	i	-2%	8%	u	1.9	16%	3%	i
27	C=CCc1cccc2cc(C(=O)NC3CCCC3)c(=O)oc12	4.2%	i	0%	u	8%	-4.5	2%	-6%	i
28	Oc1c(C(c2ccccc2Cl)N2CCCC2)sc2nc(-c3ccco3)nn12 (stereo unspecified)	-1.4%	x	x	x	1%	x	-12%	4%	x
29	CCOC(=O)NC(=O)c1cn(Nc2ccccc2)c(=O)[nH]c1=O	-0.2%	i	3%	-2%	7%	-3.2	-1%	-3%	i
30	O=C(CN1C(=O)CCSc2ccccc21)Nc1ccc(C(F)(F)F)cc1	0.8%	i	x	-30%	-3%	x	-7%	3%	x

(next part)
#	canonical_smiles	Nrf2 ARE act	S2 tox	Mm-Cpn inhibitor	Nrf2 block	TGFb SMAD3 inh	CCT modulator	HepG2 tox	A549 tox	pAkt inh
31	CCCNc1ncccc1C(N)=O	-0.9%	i	0%	8%	16%	-0.5	-1%	-3%	i
32	CC(C)CCSc1cc(NCCO)c([N+](=O)[O-])c2nonc12	4.3%	i	0%	-30%	u	2.2	-6%	-15%	i
33	Cc1ccc(Cl)c2sc(N3CCN(C(=O)C4CC4)CC3)nc12	0.8%	i	x	x	-13%	x	-24%	2%	x
34	CCOC(=O)c1ccc(CNC(=O)c2cc(COc3ccccc3SC)on2)o1	5.6%	i	4%	-7%	-11%	-1.6	-5%	-1%	i
35	CC(=O)/C(=C/c1ccc(N(C)C)cc1)C(=O)c1ccccc1	-0.7%	i	-1%	7%	-20%	-0.4	-2%	1%	i
36	CC1(C)CC(=O)C(C=NCC2CCCO2)=C(O)C1 (stereo unspecified)	-0.1%	i	0%	4%	0%	1.9	-11%	-3%	i
37	Cc1ccc([N+](=O)[O-])cc1NC(=O)c1ccoc1C	4.0%	i	0%	11%	-9%	-1.3	2%	10%	i
38	O=C(COc1ccccc1Br)c1ccc(O)cc1O	-0.2%	i	-12%	-12%	u	2.6	-38%	-4%	i
39	CC(C)(Oc1ccc(Cl)cc1)C(=O)Nc1ccc2oc(=O)ccc2c1	3.1%	i	0%	-27%	-1%	0.4	-3%	-4%	i
40	CC(C)C[C@H]1CNC(=S)N1CC1CCCN1C[C@H](CC(C)C)N1C[C@H](Cc2ccc(O)cc2)N(CC2CCCCC2)C1=S (stereo partly specified)	-0.9%	u	x	u	10µM*	-0.3	11µM*	u	i
41	COc1cccc(NC(=O)COC(=O)c2c(-c3ccccc3)noc2C)c1	-0.1%	i	0%	12%	40%	-2.6	-20%	11%	i
42	CSC1=N/C(=C\C=C\c2cccs2)C(=O)S1	u	i	-1%	-8%	-26%	-7.0	-7%	-5%	i
43	CC(O)(c1cccnc1)c1nc(/C=C/c2ccccc2)cs1 (stereo unspecified)	3.6%	i	x	x	3%	-1.8	-46%	x	i
44	O=C(CSc1nc(Nc2ccccc2)nc(N2CCOCC2)n1)Nc1ccc([N+](=O)[O-])cc1	-0.2%	i	-2%	x	16%	-1.6	-21%	-18%	i
45	O=C(O)CN1C(=O)Nc2ccc(Br)cc2C1c1ccccc1 (stereo unspecified)	-0.6%	i	3%	-9%	6%	-4.3	8%	0%	i

Just HepG2 tox, for some of the entries so far:
| No. | smiles | HepG2 tox |
| --- | --- | --- |
| 32 | CC(C)CCSc1cc(NCCO)c([N+](=O)[O-])c2nonc12 | -6% |
| 33 | Cc1ccc(Cl)c2sc(N3CCN(C(=O)C4CC4)CC3)nc12 | -24% |
| 34 | CCOC(=O)c1ccc(CNC(=O)c2cc(COc3ccccc3SC)on2)o1 | -5% |
| 35 | CC(=O)/C(=C/c1ccc(N(C)C)cc1)C(=O)c1ccccc1 | -2% |

(cont.)
#	canonical_smiles	Nrf2 ARE act	S2 tox	Mm-Cpn inhibitor	Nrf2 block	TGFb SMAD3 inh	CCT modulator	HepG2 tox	A549 tox	pAkt inh
46	O=C(COC(=O)c1cc[n+]([O-])cc1)Nc1c(Cl)cccc1C(F)(F)F	0.4%	i	0%	15%	-14%	-10	1%	-3%	i
47	COc1c(C)cc(C(=O)C2CCCN(C(=O)c3ccc4cc[nH]c4c3)C2)cc1C (stereo unspecified)	0.5%	i	-7%	u	u	0.6	5%	u	i
48	Cc1ccc(OCC(=O)NNC(=O)C2CSC3(C)CCC(=O)N23)cc1C (stereo unspecified)	-0.5%	i	-1%	0%	-7%	-1.4	-13%	-6%	i
49	CN(C)/C=C1\C(=O)N(c2ccc(Cl)cc2)CS1(=O)=O	0.1%	i	-2%	u	0%	-0.8	-3%	2%	i
50	CC(/C=N/NC(=O)CSc1ccccn1)=C\c1ccc(C(C)C)cc1	7.4%	i	0%	24%	0%	-3.2	-33%	16%	i

Compounds from the list above with bromine:
#	canonical_smiles	Nrf2 ARE act	S2 tox	Mm-Cpn inhibitor	Nrf2 block	TGFb SMAD3 inh	CCT modulator	HepG2 tox	A549 tox	pAkt inh
38	O=C(COc1ccccc1Br)c1ccc(O)cc1O	-0.2%	i	-12%	-12%	u	2.6	-38%	-4%	i
45	O=C(O)CN1C(=O)Nc2ccc(Br)cc2C1c1ccccc1 (stereo unspecified)	-0.6%	i	3%	-9%	6%	-4.3	8%	0%	i
